PLC-beta3 inh: inhibitors of human phospholipase C beta3 | Q01970 | Purified PLC-beta3, fluorogenic substrate, fluorescence | inhibition, % at 12.2 µM | AID 720704 | actives 0.18% (n = 370,000); in the data active means inhibition above about 11%;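 further: 0% = median of compound wells on plate and 100% = full blocker control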
Target sequence (Q01970 whole entry, looked up): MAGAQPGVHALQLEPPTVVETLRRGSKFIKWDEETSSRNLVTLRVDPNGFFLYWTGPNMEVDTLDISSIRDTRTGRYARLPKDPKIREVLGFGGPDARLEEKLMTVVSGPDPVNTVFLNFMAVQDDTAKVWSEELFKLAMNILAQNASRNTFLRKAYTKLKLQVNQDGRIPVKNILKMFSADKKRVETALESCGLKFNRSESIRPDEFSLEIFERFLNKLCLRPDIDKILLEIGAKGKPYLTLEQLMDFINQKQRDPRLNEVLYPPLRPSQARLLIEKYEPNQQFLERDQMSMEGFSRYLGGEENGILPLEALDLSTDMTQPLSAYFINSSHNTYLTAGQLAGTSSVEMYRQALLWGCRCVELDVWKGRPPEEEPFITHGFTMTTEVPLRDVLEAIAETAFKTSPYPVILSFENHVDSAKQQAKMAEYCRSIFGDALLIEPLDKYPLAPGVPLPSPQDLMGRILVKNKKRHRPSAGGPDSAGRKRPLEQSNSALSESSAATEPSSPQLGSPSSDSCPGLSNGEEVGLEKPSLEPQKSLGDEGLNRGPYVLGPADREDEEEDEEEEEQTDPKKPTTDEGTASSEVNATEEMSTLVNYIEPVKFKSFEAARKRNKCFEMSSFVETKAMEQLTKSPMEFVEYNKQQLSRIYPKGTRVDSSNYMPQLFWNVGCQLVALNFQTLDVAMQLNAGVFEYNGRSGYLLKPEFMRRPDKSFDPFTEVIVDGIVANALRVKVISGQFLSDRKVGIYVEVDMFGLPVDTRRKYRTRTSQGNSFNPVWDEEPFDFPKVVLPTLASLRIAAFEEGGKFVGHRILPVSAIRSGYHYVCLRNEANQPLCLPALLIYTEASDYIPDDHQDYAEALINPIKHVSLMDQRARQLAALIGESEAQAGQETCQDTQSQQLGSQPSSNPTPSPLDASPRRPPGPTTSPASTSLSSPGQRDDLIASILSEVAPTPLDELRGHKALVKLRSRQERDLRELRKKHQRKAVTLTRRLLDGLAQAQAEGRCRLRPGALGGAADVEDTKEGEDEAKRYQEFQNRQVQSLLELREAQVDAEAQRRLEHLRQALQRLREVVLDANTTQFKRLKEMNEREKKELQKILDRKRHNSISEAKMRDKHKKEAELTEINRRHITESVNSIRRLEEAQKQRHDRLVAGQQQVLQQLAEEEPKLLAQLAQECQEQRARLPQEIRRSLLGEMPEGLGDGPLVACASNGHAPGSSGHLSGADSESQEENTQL
SMARCA2 activ: activators of SMARCA2 function | activation, % at 9.1 µM | MG213 cells, MMTV-luciferase reporter, dexamethasone, overnight | actives 1% (n = 370,000) | AID 652017; in the data active means activation above about 7.8%;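 further: 0% = vehicle wells and 100% = reference activator wells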
hgDAF12 agonist: activates the H. glycines DAF-12 receptor ligand-binding domain; HEK293 GAL4-hgDAF12 UAS-luciferase reporter, agonist luminescence; normalized to butyrate control; activation, % at 6.8 µM; actives 1.8% (n = 370,000); AID 687014;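 active means activation above a cutoff set at the mean of all screened compounds plus 3 SD, cut at about 10% in these data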;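 further: 0% = DMSO wells and 100% = sodium butyrate wells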
MBD2 inh: blocks human MBD2 binding to methylated DNA; Q9UBB5; TR-FRET, MBD2 binding to methylated oligonucleotide; inhibition, % at 4.4 µM; actives 0.31% (n = 370,000); AID 686964; in the data active means inhibition above about 13%
ssDAF12 agonist: S. stercoralis DAF-12 activation, primary screen; HEK293 ssDAF-12/GRIP1 lit1-tk-luc reporter, luminescence; % of 3 µM dafachronic acid response; activation, % at 6.8 µM; actives 1% (n = 370,000); AID 652126;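 active means activation above the mean over all tested compounds plus 3 SD, cut at about 0.9% in these data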;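 further: 0% = DMSO-only wells and 100% = 3 µM delta7-dafachronic acid wells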
PLC-gamma1 inh: PLC-gamma1 (human) inhibition, primary screen | purified PLC-gamma1, fluorogenic substrate, fluorescence | inhibition, % at 12.2 µM | actives 0.84% (n = 370,000) | AID 720700; in the data active means inhibition above about 9.5%
DAX1 inh-1: blocks DAX1 repression of SF-1 activated StAR promoter; AID 652010; HEK293T StAR-luciferase reporter, SF-1/DAX-1 repression relief; actives 1.1% (n = 370,000); inhibition, % at 6.8 µM;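 active means inhibition above the mean over all tested compounds plus 3 SD, cut at about 3.6% in these data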;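 further: 0% = DAX-1 cells with DMSO and 100% = cells lacking DAX-1 with DMSO; higher inhibition means more luminescence from relief of DAX-1 repression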
NR1D1 modulator: modulates human Rev-erb alpha binding to DNA; Rev-erbα–FITC-DNA binding, fluorescence polarization, 90 min; activity, % at 10 µM; actives 0.79% (n = 370,000); AID 1259318;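 active means activity above about 14%, limit read from the data; passing the limit was not always enough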;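 further: 0% = DMSO wells with 35 nM protein and 100% = DMSO wells with 750 nM protein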
DAX1 inh-2: NR0B1 (DAX1) inhibition | P51843 | HEK293 Gal4-DAX1 luciferase reporter, luminescence | inhibition, % at 6.75 µM | actives 0.99% (n = 340,000) | AID 504766;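 active means inhibition above the mean over all tested compounds plus 3 SD, cut at about 4.2% in these data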;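 further: 0% = DAX1-transfected cells with DMSO and 100% = empty-vector control cells with DMSO; inhibition shows as a rise in luminescence from relieved DAX1 repression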
hcDAF-12 act: H. contortus DAF-12 activation, primary screen | AID 652067 | HEK293 hcDAF-12 lit1-tk-luc reporter, luminescence; 0% DMSO, 100% Δ7-dafachronic acid | activation, % at 6.8 µM | actives 1.4% (n = 370,000);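 active means activation above the mean of all tested compounds plus 3 SD, cut at about 5.5% in these data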;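 further: 100% = response to 3 µM Δ7-dafachronic acid high control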
ADAM17 inh: inhibitors of human ADAM17 | P78536 | recombinant ADAM17, EDANS/DABCYL FRET peptide cleavage | inhibition, % at 6.95 µM | actives 0.83% (n = 370,000) | AID 720648;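 active means inhibition above the mean of compounds lying between control limits plus 3 SD, set per campaign, cut at about 8.5% in these data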;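 further: 0% = DMSO-only wells as the low control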
Active calls of the source: *; i = inactive; . = no result given.

SMILES | PLC-beta3 inh | SMARCA2 activ | hgDAF12 agonist | MBD2 inh | ssDAF12 agonist | PLC-gamma1 inh | DAX1 inh-1 | NR1D1 modulator | DAX1 inh-2 | hcDAF-12 act | ADAM17 inh
O=C(c1ccccc1)n1ccc2ccccc21 | -3 | 3 | 3.3 | 1 | -0.4 | -1 | 0.0 | -8 | -0.2 | 1.2 | -1
COC1=CC(=O)CC(C)C12Oc1c(Cl)c(OC)cc(OC)c1C2=O (centres undefined) | -38 | 4 | 0.6 | 1 | -1.4 | -27 | 2.4 | 3 | 0.6 | -1.7 | -30
CCCC(=O)Nc1cc2c3c(c1)CC(=O)N3CCC2 | -3 | -2 | -1.4 | -1 | -1.0 | 0 | 0.1 | 0 | 0.6 | 0.6 | -3
O=C(Cn1nnc(-c2cc(C(F)(F)F)cc(C(F)(F)F)c2)n1)NNC(=S)Nc1ccc(Cl)cc1 | -7 | 4 | -1.9 | 2 | -0.6 | 2 | 0.2 | 0 | 1.2 | -0.1 | 0
Cn1c(=O)c(=O)n(C)c2cc(S(=O)(=O)N3CCN(c4ccccc4Cl)CC3)ccc21 | -1 | 2 | 6.8 | 4 | 0.4 | 4 | 0.4 | 12 | . | 0.2 | 6
O=C(c1nc2ccccn2c1CN1CCN(c2ccccc2O)CC1)N1CCCC1 | 1 | -2 | -1.1 | 3 | -1.3 | -1 | 0.6 | 1 | 1.4 | -0.9 | 0
O=C(Cn1c(=O)sc2ccccc21)NCc1ccco1 | -2 | -1 | 0.1 | 6 | -0.9 | -1 | -0.2 | -1 | -0.2 | 1.4 | -6
COc1ccc(N2C(N)=NC(N)=NC23CCCC3)cc1 | -1 | 0 | 1.1 | 0 | -1.3 | -3 | -0.3 | 3 | -0.1 | -1.4 | -4
CCN1C(=O)c2cccc3c(NC(=O)C(C)(C)C)ccc1c23 | -51 | -2 | 0.8 | -1 | -1.6 | -43 | -0.4 | 1 | -0.5 | -0.5 | 2
O=C(c1ccco1)N1N=C(c2ccncc2)CC1(O)C(F)(F)F (centres undefined) | 3 | -2 | -2.4 | 3 | -0.9 | 1 | 0.5 | -3 | 1.7 | -1.6 | -2
Cc1ccc(C(=O)OCC(=O)N2CCc3ccccc32)cc1 | 2 | 4 | 0.4 | -2 | -1.0 | 2 | -0.1 | -4 | 1.5 | -0.4 | -2
CCCc1cn(-c2ccc3c(c2)[C@@]2(CC(=O)N(C)C2c2ccccc2)C(=O)N3CC(C)C)nn1 (some centres undefined) | 2 | -4 | -3.0 | -1 | -1.0 | 2 | -0.7 | 2 | . | -2.5 | 0
O=C(O)C(Oc1ccc(Cl)cc1)c1ccc(Cl)cc1 (centres undefined) | -5 | 0 | 0.1 | 0 | -1.4 | 2 | -1.4 | -7 | -0.4 | -0.9 | -4
CCCCOc1ccc(N2C(=O)CC(N(O)c3ccccc3)C2=O)cc1 (centres undefined) | -3 | -2 | 0.7 | 3 | -0.9 | 2 | -1.4 | 5 | 0.0 | -0.2 | 2
CCCCOc1ccc(C(=O)NC2CCCCN(CC)C2=O)cc1 (centres undefined) | 3 | -2 | 7.4 | -2 | -1.1 | 2 | 0.0 | -2 | . | -1.3 | -1
Nc1nc(N2CCN(c3ccccc3)CC2)n[nH]1 | 1 | 1 | -3.1 | -6 | -0.8 | -2 | 0.6 | -7 | -0.4 | -1.1 | -2
Cc1ccc(Nc2c(-c3cccnc3)nc3ccc(Br)cn23)cc1 | -8 | -2 | -4.3 | 1 | -1.5 | -3 | -0.1 | 5 | -0.3 | -1.4 | -3
OCCNCCOCCOc1ccccc1-c1ccccc1 | 4 | 2 | 0.7 | 0 | -0.8 | 4 | -0.6 | 1 | 0.9 | -2.1 | 1
NC(=O)CC[C@H](NC(=O)c1ccc(F)cc1)C(=O)N1CCN(Cc2ccc3c(c2)OCO3)CC1 | 1 | -3 | -2.4 | 4 | -0.7 | 3 | 0.1 | 2 | 0.4 | -0.1 | -3
CC(CC(=O)O)CC(=O)Nc1cccc([N+](=O)[O-])c1 (centres undefined) | 0 | 0 | 0.9 | 2 | -0.5 | 0 | 0.0 | 0 | -0.7 | -0.2 | -1
C[C@@H]1CN([C@H](C)CO)C(=O)CCCn2nncc2CO[C@@H]1CN(C)S(=O)(=O)c1ccc(-n2cccn2)cc1 | -1 | -1 | 1.3 | 0 | -0.4 | -1 | 0.7 | 8 | 0.8 | 0.9 | -2
CCc1c(C)nc2nc(SCc3ccccc3)[nH]n2c1=O | -6 | 7 | -0.7 | 2 | -1.3 | 1 | 0.2 | 3 | 0.7 | 2.2 | 1
CC(Oc1ccc(Cl)cc1Cl)C(=O)Nc1cccnc1 (centres undefined) | -1 | 1 | -3.1 | 3 | -1.8 | 0 | -0.4 | 8 | -1.1 | -3.6 | 2
CCOC(=O)/C(C#N)=C/c1cccc([N+](=O)[O-])c1 | -3 | 0 | 0.2 | -3 | -0.5 | 0 | 0.0 | 5 | 0.0 | 0.1 | -2
COc1ccc([C@@H]2C[C@H]3CN(Cc4ccccc4OC)C(=O)[C@]34CCCN24)cc1C | -2 | -1 | 0.2 | -2 | -1.5 | 2 | -0.2 | 4 | -1.2 | -0.8 | -2
CCCCCc1ccc(-c2cn(CCCOCc3ccccc3)nn2)cc1 | 3 | -1 | -1.6 | 0 | -1.2 | -1 | -0.5 | -3 | 0.5 | -1.4 | 2
CN(C(=O)CSc1nc(-c2ccc(C(C)(C)C)cc2)c(C#N)c(=O)[nH]1)C1CCCCC1 | -10 | 1 | 1.2 | -1 | -0.7 | -7 | 1.6 | -5 | -0.4 | -2.0 | -2
Cc1ccc(Cn2c(CCNc3nc(-c4ccc(Cl)c([N+](=O)[O-])c4)cs3)nc3cc(C(=O)NCCCO)ccc32)cc1 | -21 | -1 | -0.3 | 2 | -1.6 | -7 | -0.6 | 0 | -1.5 | 1.1 | 5
Cn1c(NCc2ccco2)nc2c1c(=O)n(Cc1ccc(Cl)c(Cl)c1)c(=O)n2C | 3 | 2 | -2.8 | -1 | -1.1 | 0 | -0.5 | 4 | -0.6 | -0.9 | -1
O=C(c1ccco1)N1CCN(C(=O)c2cc(Cl)nc3ccccc23)CC1 | -13 | -4 | 0.9 | 0 | 1.2* | -12 | -0.4 | -4 | -0.4 | 2.2 | -6
O=C(Nc1cccc(S(=O)(=O)N2CCCCC2)c1)c1ccc(S(=O)(=O)C(F)F)cc1 | -1 | -5 | 0.3 | -3 | -2.5 | 1 | -2.2 | 0 | -1.9 | -4.3 | -1
CC(C)OC(=O)CSc1nc(N2CCOCC2)c2c(c1C#N)CC(C)(C)OC2 | -10 | -1 | 6.4 | -2 | -1.3 | -7 | 0.0 | -4 | 1.5 | -1.3 | -5
CC(OC(=O)C1CC=CCC1C(N)=O)C(Cl)=C(Cl)Cl (centres undefined) | -10 | -2 | 1.5 | 3 | -1.9 | -9 | -0.9 | -3 | 0.5 | -1.3 | -2
O=C(Cn1cnc2c(NC(=O)OCc3ccccc3)ncnc21)NCCN1CCOCC1 | 1 | 1 | 0.1 | 4 | -0.9 | -1 | 0.2 | 6 | 0.6 | 1.0 | -6
COc1ccc2c(c1)c(=O)oc1c(C)c(OC(C)C(=O)N[C@@H](Cc3c[nH]c4ccc(O)cc34)C(=O)O)ccc12 (some centres undefined) | -238 | -2 | 0.8 | 1 | -1.2 | -194 | 1.1 | -7 | 2.1 | 0.2 | -133
Cc1ccccc1C(=O)NC1CCCCN(Cc2cccc(Cl)c2)C1=O (centres undefined) | -2 | -2 | 1.9 | 5 | 1.0* | 0 | -0.6 | 4 | . | -3.3 | -6
Cc1cc2nc(C3CCCCC3)c(Cc3ccccc3)n2c(C)c1Br | -12 | -3 | 4.6 | 5 | -0.2 | -5 | -0.8 | -1 | . | 0.5 | -5
CC(CCc1ccccc1)NC(=O)/C=C/c1ccc(Cl)cc1 (centres undefined) | 3 | -1 | 0.5 | -3 | -1.5 | 4 | 0.2 | 2 | -1.2 | 1.5 | 5
COc1ccc(NS(=O)(=O)c2csc(C(=O)N3CCCC3)c2)c(OC)c1 | -1 | 3 | -0.6 | 1 | -0.5 | 2 | -0.2 | -7 | 2.1 | -1.0 | -3
CS(=O)(=O)N1CCN(c2ccccc2NC(=O)Cc2ccccc2)CC1 | 2 | 1 | -1.1 | 0 | -1.4 | 0 | -0.1 | 4 | 0.8 | 1.8 | -3

Whole records from above. Order of values: PLC-beta3 inh | SMARCA2 activ | hgDAF12 agonist | MBD2 inh | ssDAF12 agonist | PLC-gamma1 inh | DAX1 inh-1 | NR1D1 modulator | DAX1 inh-2 | hcDAF-12 act | ADAM17 inh
`Cc1ccccc1C(=O)NC1CCCCN(Cc2cccc(Cl)c2)C1=O` (centres undefined) across the screens: -2 | -2 | 1.9 | 5 | 1.0* | 0 | -0.6 | 4 | . | -3.3 | -6
`COc1ccc2c(c1)c(=O)oc1c(C)c(OC(C)C(=O)N[C@@H](Cc3c[nH]c4ccc(O)cc34)C(=O)O)ccc12` (some centres undefined) across the screens: -238 | -2 | 0.8 | 1 | -1.2 | -194 | 1.1 | -7 | 2.1 | 0.2 | -133

New compounds follow:
SMILES | PLC-beta3 inh | SMARCA2 activ | hgDAF12 agonist | MBD2 inh | ssDAF12 agonist | PLC-gamma1 inh | DAX1 inh-1 | NR1D1 modulator | DAX1 inh-2 | hcDAF-12 act | ADAM17 inh
CCN(CC)CCNc1nc(-c2ccc(OC(F)F)cc2)c(C)s1 | -2 | -4 | -3.6 | 0 | -0.4 | -1 | 0.2 | -3 | 0.8 | -0.8 | 2
COc1ccc(C2N(C(C)=O)CCCN2S(=O)(=O)c2ccc(C)cc2)cc1 (centres undefined) | -3 | 0 | -0.4 | -2 | -2.1 | 3 | -0.4 | 4 | -2.3 | -1.9 | 0
Cc1sc2nc[nH]c(=S)c2c1-c1ccccc1 | -5 | -1 | -3.4 | -2 | -1.8 | 2 | -0.2 | 8 | 0.6 | 0.3 | 2
O=C1NC2(CCCCCC2)C(=O)N1Cc1ccc(Br)cc1 | -9 | 0 | -2.8 | 5 | -1.3 | -1 | 0.7 | 2 | 0.4 | -2.8 | -3
CCC(C)[C@H](NC(=O)NCc1ccccc1)C(=O)O (some centres undefined) | 1 | 0 | -2.1 | 3 | -0.5 | 1 | 0.4 | 1 | 1.9 | -1.3 | -1
O=C1c2ccccc2C(=O)N1CSc1nnc(Nc2ccccc2F)s1 | 1 | 7 | -0.7 | -3 | -1.4 | 0 | 1.4 | 5 | -2.0 | -0.4 | 1
CCN(CC(=O)NCc1ccc(F)cc1)S(=O)(=O)c1ccc(C)cc1 | -7 | -2 | -1.1 | 4 | -0.8 | 2 | -0.3 | -3 | 0.9 | -1.2 | -7
O=C(NCc1nc(-c2ccc(C(F)(F)F)cc2)no1)Nc1ccc(F)cc1F | -17 | -2 | -0.4 | -4 | -1.4 | 1 | 0.1 | 8 | -0.7 | -1.5 | -2
CCOC(=O)Cc1csc(NC(=O)Cc2ccccc2)n1 | -7 | -3 | -1.6 | 4 | -1.4 | -2 | 0.3 | -3 | 0.3 | -1.3 | -6
O=S(=O)(Nc1ccc(-c2cn3cccnc3n2)cc1)c1ccccc1 | i | -3 | -0.5 | -4 | -1.0 | i | 0.1 | 1 | . | -1.8 | -426
CC(C)[C@H](NS(=O)(=O)c1ccccc1)C(=O)OCC(=O)NCc1ccc2c(c1)OCO2 | -1 | -7 | -2.1 | 3 | -0.8 | 0 | -0.2 | -2 | -0.5 | -1.3 | -4
